Compound activity (PubChem BioAssay)
Rin1-Abl PPI inh: human Rin1-Abl interaction inhibition; P00519+Q13671; AID 588664; TR-FRET Rin1/Abl binding, biochemical; inhibition, % at 7.35 µM; actives 0.4% (n = 360,000); in the data active means inhibition above about 5%, passing the limit was not always enough
Target sequence (P00519 whole entry, looked up): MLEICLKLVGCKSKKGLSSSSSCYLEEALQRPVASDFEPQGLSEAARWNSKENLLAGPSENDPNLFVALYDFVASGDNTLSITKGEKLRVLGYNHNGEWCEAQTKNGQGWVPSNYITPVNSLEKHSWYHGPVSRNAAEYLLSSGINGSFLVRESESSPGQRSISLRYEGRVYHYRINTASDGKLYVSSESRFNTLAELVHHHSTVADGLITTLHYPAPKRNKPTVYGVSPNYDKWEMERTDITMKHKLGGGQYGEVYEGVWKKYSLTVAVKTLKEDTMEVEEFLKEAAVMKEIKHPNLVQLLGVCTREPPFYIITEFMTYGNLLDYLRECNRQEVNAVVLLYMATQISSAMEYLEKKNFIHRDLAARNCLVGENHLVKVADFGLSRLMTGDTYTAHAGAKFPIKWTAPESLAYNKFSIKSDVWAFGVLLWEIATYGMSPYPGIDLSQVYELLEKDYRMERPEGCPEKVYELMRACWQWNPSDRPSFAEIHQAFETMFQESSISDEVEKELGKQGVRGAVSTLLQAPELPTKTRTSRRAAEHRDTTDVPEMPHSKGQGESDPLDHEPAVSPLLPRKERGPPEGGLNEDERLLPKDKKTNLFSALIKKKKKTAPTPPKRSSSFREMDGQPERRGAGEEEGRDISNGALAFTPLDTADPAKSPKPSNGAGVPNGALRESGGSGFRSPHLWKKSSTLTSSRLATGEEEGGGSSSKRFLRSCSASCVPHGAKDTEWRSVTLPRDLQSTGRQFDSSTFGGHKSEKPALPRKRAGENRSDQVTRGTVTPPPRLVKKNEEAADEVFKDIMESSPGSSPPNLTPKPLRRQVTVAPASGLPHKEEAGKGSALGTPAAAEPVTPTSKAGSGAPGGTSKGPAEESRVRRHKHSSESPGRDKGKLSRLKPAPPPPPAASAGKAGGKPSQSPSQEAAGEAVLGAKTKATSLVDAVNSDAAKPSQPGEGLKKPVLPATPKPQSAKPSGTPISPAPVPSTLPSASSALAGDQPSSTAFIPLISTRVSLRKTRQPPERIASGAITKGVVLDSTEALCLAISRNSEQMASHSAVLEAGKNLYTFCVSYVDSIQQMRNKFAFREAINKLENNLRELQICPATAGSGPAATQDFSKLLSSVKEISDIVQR
Target sequence (Q13671 whole entry, looked up): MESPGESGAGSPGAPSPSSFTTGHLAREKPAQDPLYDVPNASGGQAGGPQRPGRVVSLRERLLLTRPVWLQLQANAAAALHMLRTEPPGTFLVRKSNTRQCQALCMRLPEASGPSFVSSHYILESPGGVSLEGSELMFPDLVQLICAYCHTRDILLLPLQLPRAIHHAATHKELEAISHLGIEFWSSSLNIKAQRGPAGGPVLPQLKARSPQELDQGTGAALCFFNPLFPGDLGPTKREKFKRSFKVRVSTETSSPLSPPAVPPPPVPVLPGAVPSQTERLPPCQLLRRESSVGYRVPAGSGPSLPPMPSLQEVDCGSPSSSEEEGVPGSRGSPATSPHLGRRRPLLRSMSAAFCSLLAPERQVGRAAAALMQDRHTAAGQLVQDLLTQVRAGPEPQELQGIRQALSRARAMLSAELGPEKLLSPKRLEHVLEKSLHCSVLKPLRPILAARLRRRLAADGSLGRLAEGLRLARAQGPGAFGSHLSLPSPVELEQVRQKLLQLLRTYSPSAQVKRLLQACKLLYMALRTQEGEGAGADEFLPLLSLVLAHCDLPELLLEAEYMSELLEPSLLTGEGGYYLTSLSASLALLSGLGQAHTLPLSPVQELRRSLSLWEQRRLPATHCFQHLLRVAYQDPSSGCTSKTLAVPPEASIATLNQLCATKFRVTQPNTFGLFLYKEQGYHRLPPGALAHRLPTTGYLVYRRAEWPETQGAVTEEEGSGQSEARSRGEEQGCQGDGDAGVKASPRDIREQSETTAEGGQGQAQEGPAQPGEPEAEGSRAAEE
FAS-TE inh: blocks the thioesterase domain of human fatty acid synthase; P49327; recombinant FAS-TE, OMFH fluorogenic substrate, fluorescence endpoint; inhibition, % at 15 µM; actives 0.67% (n = 360,000); AID 602261;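 active means compounds whose normalised, plate-corrected inhibition of enzyme fluorescence in the single-dose primary screen is 50% or more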;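 further: 0% = DMSO with enzyme and 100% = substrate without enzyme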
NadD block: blocks S. aureus nicotinate mononucleotide adenylyltransferase; purified NadD enzyme, colorimetric absorbance read-out; inhibition, % at 20 µM; actives 0.78% (n = 360,000); in the data active means inhibition above about 26%; further: some compounds past the cut are filed as inactive
MLLE-PAM2 inh: blocks PAM2 peptide binding to the PABP1 MLLE domain; P11940; GST-MLLE / FITC-PAM2 fluorescence polarization; inhibition, % at 20 µM; actives 0.36% (n = 360,000); AID 588489; in the data active means inhibition above about 35%, passing the limit was not always enough;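 further: plate controls were DMSO wells with GST-MLLE for no effect and wells lacking GST-MLLE protein for full effect; some results filed as inactive read as strong as hits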
MT1-MMP act inh: blocks activation of human MT1-MMP | HT1080 RFP-PRO-GFP cells, GFP/RFP ratio fluorescence, overnight; percent of plate control window, DMSO zero | AID 651647 | GFP/RFP ratio change, % at 20 µM | P50281 | actives 0.061% (n = 360,000);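 active means GFP/RFP ratio change of at least 30% with cell ATP level not reduced by more than half and red fluorescence within 50% of control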; further: strong numbers were not always called active
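Assay system: RFP-PRO-GFP reporter HT1080 cells; read-out basis: GFP/RFP fluorescence ratio; benchmarks: DMSO wells and RFP-L50D-GFP cells; doses: 20 µM single dose, 1% DMSO; schedule: overnight cell settling, then overnight compound exposure, 37 °C, 5% CO2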
CSN inh: CSN deneddylation inhibition; Q92905; Purified CSN, SCF-Nedd8-OG deneddylation, fluorescence polarization; inhibition, % at 12.5 µM; actives 0.38% (n = 360,000); AID 651999;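 active means pattern-corrected inhibition above about 35%, with an unprinted fluorescence ratio check between 0.5 and 1.5, limit read from the data, passing the limit was not always enough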;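 further: 0% = enzyme with substrate and 100% = substrate without enzyme; some results filed as inactive read as strong as hits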
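Assay system: purified human Csn5 enzyme expressed in HEK293T cells; Input: 0.24 nM Csn5 enzyme, final concentration; Reagent: 10 nM SCFSkp2-Nedd8OG; Compound dosing: 12.5 µM single point; Times: reaction 90 min, room temperature; Technique: fluorescence polarization readout.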
Rpn11 inh: blocks the human proteasome subunit Rpn11. O00487. human 26S proteasome, Ub4-pepOG fluorescence polarization; 20S core pre-blocked with epoxomicin. calls only at 20 µM. actives 0.59% (n = 360,000). AID 588493;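 active means inhibition at 20 µM, scaled to each plate's controls, above about 33%, limit read from the data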
SKN-1 block: inhibitors of C. elegans SKN-1; C. elegans VP596 Pgst-4::GFP/RFP ratio, acrylamide-induced, 24 h; inhibition, % at 21.8 µM; actives 0.49% (n = 360,000);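 active means interference check ratio from 0.5 to 1.5 plus GFP to RFP signal ratio inhibition reaching or exceeding a fixed threshold, cut at about 30% in these data, passing the limit was not always enough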; further: some compounds called inactive have numbers as strong as hits
Neddylation inh: blocks human cullin neddylation; P61081+Q13564; TR-FRET cullin neddylation, biochemical; calls only at 25 µM; actives 0.58% (n = 360,000); AID 651699; in the data active means inhibition above about 36%
* marks the source's active call; other numbers are inactive results; i = inactive; / = no result given; + = active, no number.

SMILES	Rin1-Abl PPI inh	FAS-TE inh	NadD block	MLLE-PAM2 inh	MT1-MMP act inh	CSN inh	Rpn11 inh	SKN-1 block	Neddylation inh
CCC(SC1=NCCS1)C(=O)Nc1nnc(-c2ccccc2OC)s1 (centres undefined)	0	12	-1	17	4	1	i	5	i
Cc1ccc(C(NC(=O)N2CCCC2)C(Cl)Cl)cc1F (centres undefined)	0	-10	-7	3	-3	2	i	8	i
CN(C(=O)c1ccc(NC(=O)Cc2ccc(NC(=O)C3CCN(C(=O)c4ccccc4)CC3)cc2)cc1)C1CC1	77*	-14	3	-5	3	4	i	0	i
Cc1nn(C)cc1CNC(=O)Nc1ccc(Br)cc1Cl	1	-2	-4	10	4	1	i	11	i
O=C(NCc1ccccc1OC(F)(F)F)C1CCC(=O)N(CCCN2CCOCC2)C1 (centres undefined)	4	-8	-3	-1	-1	5	i	12	i
COC(=O)C1CSC(C(=O)OC)N1C(=O)CN1CC(C)OC(C)C1 (centres undefined)	2	-7	0	-1	-8	-2	i	2	i
CC1CC(C)(C)OC(c2ccc(C(C)C)cc2)O1 (centres undefined)	-4	1	-1	-26	1	-6	i	-11	i
Cn1c(=O)c2cc3ccc(Cl)cc3nc2n(C)c1=O	0	-2	1	12	3	1	i	-10	i
COc1cc(C)c(NC(=O)C(=S)N2CCCC2)cc1C	1	-5	-6	7	1	-3	i	3	i
CN(C)C1CN(Cc2cn(Cc3ccc(Cl)cc3)nn2)S(=O)(=O)C1 (centres undefined)	/	-9	-4	/	7	2	/	1	i
COc1cc(C)nc(NS(=O)(=O)c2ccc(C)cc2)n1	-3	-2	4	8	2	-2	i	20	i
O=C(O)CN1C(=O)CNC1=O	2	-7	11	0	1	-2	i	-13	i
Cc1nc2cc(O)ccc2n1C	2	-7	-2	4	0	-2	i	12	i
Cc1onc(-c2ccccc2Cl)c1C(=O)Nc1ccccc1	1	-6	-1	10	-4	1	i	9	i
COc1cccc(COC(=O)CCNC(=O)c2ccc(Cl)cc2)c1OC	-3	1	-6	5	3	-1	i	-13	i
COc1ccc(-c2csc3nc(C)nc(N4CCC(C)CC4)c23)cc1OC	1	25	-3	-23	3	3	i	2	i
COc1ccc(C(NC(=O)C2CCN(CCOc3ccc(F)cc3)CC2)c2cccs2)cc1 (centres undefined)	-3	0	-1	-1	7	-1	i	-1	i
CCn1c(=O)c(CCC(=O)NCC2CCCO2)c(C)c2c(C)nn(-c3ccccc3)c21 (centres undefined)	3	6	-7	-6	-5	1	i	-1	+
CC(C)(C)NC(=O)NC(=O)COC(=O)c1cc(=O)[nH]c2ccccc12	1	-2	-1	-19	-3	0	i	16	i
CCCNC(=O)C1(C)CCCN(Cc2ccccc2N(C)C)C1 (centres undefined)	-3	-3	-8	-7	-4	-2	i	1	i
CCO[C@@H]1OC(C(N)=O)=C[C@H](c2ccc(C(F)(F)F)cc2)[C@H]1CCCO	2	-12	-8	1	1	-4	i	0	i
Cc1ccc(NC(=O)CN2C(=O)S/C(=C\c3ccccn3)C2=O)cc1	-1	-4	2	-14	2	0	i	4	i
O=Cc1c(N2CCSCC2)nc2ccccn2c1=O	0	-2	-6	6	2	-3	i	13	i
Cn1c(=O)[nH]c(=O)c2c1nc(N1CCOCC1)n2CCCSc1ncccn1	-3	-8	-1	-2	4	-2	i	18	i
CC(=O)NCc1nc2ccccc2n1Cc1ccccc1F	2	-4	8	0	-7	-3	i	5	i
O=C(Oc1ccccc1)n1c(=S)oc2ccccc21	0	-5	-4	-59	3	4	i	-7	i
CC(C)(C)OC(=O)C[C@H]1C/C=C\C[C@@H](CC(=O)N[C@H](CO)Cc2ccccc2)C(=O)NCCOC1=O	1	-5	0	-3	-4	1	i	17	i
CC1CCCCC1N=C1NC(C)(C)CS1 (centres undefined)	2	-6	-1	-43	2	-11	i	7	i
CCOc1ccccc1NC(=O)C(C)SCc1ccccc1 (centres undefined)	1	15	-7	4	1	2	i	8	i
O=C(CSc1nc2ccccc2[nH]1)c1ccc2c(c1)OCO2	-1	-2	1	-72	8	-2	i	-5	i

Complete entries, quoted from the list. Order of screens: Rin1-Abl PPI inh | FAS-TE inh | NadD block | MLLE-PAM2 inh | MT1-MMP act inh | CSN inh | Rpn11 inh | SKN-1 block | Neddylation inh
O=C(CSc1nc2ccccc2[nH]1)c1ccc2c(c1)OCO2 reads -1 | -2 | 1 | -72 | 8 | -2 | i | -5 | i
Cc1nc2cc(O)ccc2n1C reads 2 | -7 | -2 | 4 | 0 | -2 | i | 12 | i
CCC(SC1=NCCS1)C(=O)Nc1nnc(-c2ccccc2OC)s1 (centres undefined) reads 0 | 12 | -1 | 17 | 4 | 1 | i | 5 | i
Cc1ccc(C(NC(=O)N2CCCC2)C(Cl)Cl)cc1F (centres undefined) reads 0 | -10 | -7 | 3 | -3 | 2 | i | 8 | i

Other compounds follow.
SMILES	Rin1-Abl PPI inh	FAS-TE inh	NadD block	MLLE-PAM2 inh	MT1-MMP act inh	CSN inh	Rpn11 inh	SKN-1 block	Neddylation inh
O=C(N/N=C/c1ccc(OCc2ccccc2)cc1)c1cc[n+](Cc2ccccc2)cc1	-2	-4	-9	7	2	5	i	3	i
Cc1nnc(NC(=O)CSc2nnc(-c3ccoc3C)n2CC(C)C)s1	2	-2	-9	1	1	-9	i	4	i
Cc1ccc2nc(-c3ccc(NC(=O)CCS(=O)(=O)c4ccccc4)cc3)sc2c1	0	5	-5	-8	0	3	i	-4	/
Brc1cccc(OCCN2CCOCC2)c1	-1	-10	3	7	6	4	i	2	i
C=CCC1(N(C(C)=O)c2ccccc2)CCCCC1	4	-10	-2	-4	0	-1	i	3	i
Cc1ccc2cccc(SCC(=O)NCC#N)c2n1	0	-1	0	-1	0	5	i	4	/
O=S(=O)(c1cccc(-c2n[nH]c(=S)n2C2CCCC2)c1)N1CCOCC1	3	0	14	7	1	5	i	-1	i
NC(=O)c1ncn([C@@H]2O[C@H](CNCc3c(OCc4ccccc4F)ccc4ccccc34)[C@@H](O)[C@H]2O)n1	-2	-10	-3	-11	0	2	i	-7	i
COc1ccc(-c2c3c(nc4sc5c(Cl)nc(C)nc5c24)CCC3)cc1	0	4	6	-1	-3	1	i	1	i
CCN(CC)S(=O)(=O)c1cc(NC(=O)COC(=O)Cn2cnc3ccccc32)ccc1C	0	-12	-2	3	-3	3	i	-3	i
C/C(=N\NC(=O)c1cc(C)oc1C)c1ccc(N2CCOCC2)cc1	3	-4	2	5	3	4	i	-6	i
CC1CCC(NC(=O)C2c3ccccc3C(=O)N2CCCN2CCOCC2)CC1 (centres undefined)	0	-9	7	-14	4	-2	i	1	i
C=CCN1C(=O)C(O)(CC(=O)c2ccccn2)c2ccccc21 (centres undefined)	-1	-6	13	4	3	-1	i	-1	i
Cc1cccc2c(CC(=O)Nc3ccccc3)noc12	-2	-13	-1	0	0	-9	i	13	i
O=C(COC(=O)CCCSc1nc2ccccc2[nH]1)NC(=O)NC1CCCC1	-5	-1	9	-2	3	0	i	-15	i
COc1ccc(CC(=O)OCC(=O)Nc2ncc(Cl)cc2Cl)cc1	-2	-3	5	-2	1	-8	i	26	i
CCN(CC)S(=O)(=O)c1ccc(N/N=C/c2cccnc2)nc1	-4	0	-1	11	-1	3	i	-3	i
C=CCn1c(SCC(=O)Nc2cc(C)on2)nnc1-c1ccccc1F	4	-7	0	-1	1	-2	i	10	i
CCC1SC2=NC(C)=C(C(=O)OCCOC)C(c3ccc(C(=O)OC)cc3)N2C1=O (centres undefined)	-1	3	2	21	-44	3	i	1	i
Cc1ccc(-c2noc(CN(C)C(=O)Nc3ccc(F)cc3)n2)cc1	2	1	-5	8	2	-8	i	5	i
Cc1cc(/C=C2\SC(=Nc3ccccc3)NC2=O)c(C)n1-c1ccc(S(N)(=O)=O)cc1	0	7	46*	-42	-6	15	i	-1	i
CC(C)CN1CCC(CN2CCNC(=O)C2=O)CC1	-1	-7	-2	3	5	1	i	-6	i
N#CC(C(=O)NCc1ccco1)c1nc2ccccc2nc1N1CCOCC1 (centres undefined)	-6	3	-3	-2	-6	6	i	27	i
N#Cc1cn(CC(=O)NCC2CCCO2)c2ccccc12 (centres undefined)	2	-6	-3	0	-1	0	i	6	i
C/C(=N\NC(=O)c1nnn(-c2nonc2N)c1CN1CCCCCC1)c1ccc(Br)cc1	0	0	-5	-1	-2	4	i	8	i
CCCCn1c(SCC(=O)Nc2ccc(C)c(S(=O)(=O)N3CCOCC3)c2)nnc1C(CC)N(C)C (centres undefined)	-1	-6	-4	5	3	2	i	7	i
Cc1ccc(C(=O)N2CCN(Cc3ccc4c(c3)OCO4)CC2)cc1[N+](=O)[O-]	3	14	0	3	1	0	i	-8	i
CC(C)Cc1cc(C(=O)NCCN2CCOCC2)no1	1	-5	0	-10	3	-3	i	-20	i
Cc1cc(C)nc(NS(=O)(=O)c2ccc(N/C=C/C(=O)c3ccc(Cl)c(Cl)c3)cc2)n1	-4	-4	1	7	-4	-5	i	7	i
CC(Sc1nc(N)c(NC(=O)c2ccc(Br)o2)c(=O)[nH]1)C(=O)O (centres undefined)	0	-3	-3	-31	-3	1	i	1	i
O=C(NC1CC1)c1ccc2c(c1)C1C3CCC(C3)C1C(c1ccccc1)N2 (centres undefined)	-3	9	6	7	-5	-1	i	7	i
O=C(Nc1ncccn1)c1ccc(C(F)(F)F)cc1	1	-9	5	8	0	-3	i	6	i
CC(=O)Oc1ccccc1C1=NN(C(C)=O)C(c2ccccc2)C1 (centres undefined)	-1	0	1	3	1	-2	i	-21	i
Cc1cc(C)cc(C(O)c2ncc(-c3cccc(F)c3)[nH]2)c1 (centres undefined)	-4	-2	-4	8	1	-1	i	-8	i
CN1C[C@@H]2[C@@H]3C(=O)N(Cc4ccccc4)C(=O)[C@@H]3[C@](C)(C1=O)N2C(=O)c1ccc(C(C)(C)C)cc1	2	-5	1	0	1	-2	i	14	i
COc1ccccc1C(CCN(Cc1cccs1)C(C)=O)c1ccco1 (centres undefined)	-4	0	17	4	-12	7	i	2	i
CCNC(=O)c1c(C)[nH]c(C(=O)OCC)c1C	2	-7	-2	4	4	1	i	-15	i
Nn1c(SCC(=O)N2CCCC2=O)nnc1-c1cccs1	0	-3	-2	-1	0	-8	i	-4	i
N#CC(c1ccc(Cl)nn1)c1c(F)cccc1Cl (centres undefined)	2	-3	2	-12	4	-2	i	5	i
O=C(c1ccc2c(c1)OCO2)N1CCN(c2ccc(C(F)(F)F)cn2)CC1	2	-1	-1	1	9	0	i	1	i
O=C(N/N=C/c1ccc([N+](=O)[O-])cc1)c1cccc2cc[nH]c12	0	-4	-7	-4	-3	4	i	-19	i
COCCOC(=O)c1c(NC(=O)COC(=O)c2ccc(C)o2)sc(C(N)=O)c1C	1	1	-3	14	-2	-4	i	-2	i
CC(=O)c1cccc(NC(=O)Nc2ccc(C)cc2)c1	5	0	-6	3	1	3	i	8	i
Cc1ccc(N(CC(=O)Nc2cccc(N(C)S(C)(=O)=O)c2)S(C)(=O)=O)cc1	-2	-5	-4	1	3	7	i	13	i
COc1cccc(-c2csc(N3CCN(C(=O)NC45CC6CC(CC(C6)C4)C5)CC3)n2)c1	6	34	16	21	-7	-2	i	28	i
COc1ccc(N2CCN(c3cc(C(=O)Nc4cc(OC)c(OC)c(OC)c4)ncn3)CC2)cc1OC	-5	4	5	-2	5	-4	i	12	i
